14-3-3g Raf: 14-3-3 gamma protein interaction modulation | AID 422 | 160,000 tested, 0.19% active | P61981 | inhibition, % at 40 µM | FP, 14-3-3gamma / TMR-pS259-Raf peptide binding; in the data active = inhibition above about 30%;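 also: 0% = protein plus tracer without compound and 100% = blank with tracer alone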
Target sequence (P61981 whole entry, looked up): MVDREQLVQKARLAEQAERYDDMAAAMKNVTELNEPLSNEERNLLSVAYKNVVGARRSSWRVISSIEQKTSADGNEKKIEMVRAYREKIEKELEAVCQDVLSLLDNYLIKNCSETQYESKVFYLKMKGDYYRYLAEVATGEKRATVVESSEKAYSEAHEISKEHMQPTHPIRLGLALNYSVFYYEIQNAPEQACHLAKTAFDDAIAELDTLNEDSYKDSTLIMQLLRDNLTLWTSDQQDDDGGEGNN
Numbers without * were called inactive; & = joins results of further samples. Only part of the results is shown; count on the stated rates, not on these rows.

| Compound | 14-3-3g Raf |
| --- | --- |
| COC(=O)c1ccccc1NC(=O)c1cccc(OC)c1 | 5 |
| O=C(NCc1ccco1)c1ccc(NC(=O)C2COc3ccccc3O2)cc1 (stereo unspecified) | 3 |
| CCc1nc(C)ccc1OCC(=O)N(CC)CC | -6 |
| Cn1nc(C(=O)Nc2ccccc2Cl)cc1C(=O)Nc1ccccc1Cl | -4 |
| O=C(CSc1nnc(NC(=O)c2ccco2)s1)NC1CCCC1 | -8 |
| Oc1cnc2ccccc2c1CN1CCOCC1 | -4 |
| CCNC(=O)CCn1nc(-c2ccc(C)cc2)c2ccccc2c1=O | -1 |
| N#Cc1cc2ccccc2nc1SCc1ccccn1 | -11 |
| Clc1cccc(CSc2nnc3sc4ccccc4n23)c1 | -2 |
| CCc1ccccc1NC(=O)N1C2CCCC1CC(NC(=O)C(C)(C)C)C2 (stereo unspecified) | 1 |
| CCOc1ccccc1Nc1nc(-c2ccccc2F)nc2ccccc12 | 0 |
| CC(C)(C)C(=O)C1=C(O)C(=O)N(CC(=O)O)C1c1ccccc1 (stereo unspecified) | -3 |
| CC(C)c1nc(-c2ccccn2)no1 | 0&8 |
| Cc1nc2sccn2c1-c1csc(Nc2ccc(N)cc2)n1 | -6 |
| CCOc1ccc(N(CC(=O)O)S(=O)(=O)c2cccnc2)cc1 | 2 |
| O=C(NC1CCCC1)c1ccc(CS(=O)(=O)c2ccc(Br)cc2)o1 | -3 |
| CC(=O)Nc1ccc(Nc2ncc([N+](=O)[O-])cc2[N+](=O)[O-])cc1 | 5 |
| c1ccc2c(c1)CCN(c1ncnc3c1[nH]c1ccccc13)C2 | -6 |
| CN(CC(=O)Nc1cccc(C(F)(F)F)c1)S(=O)(=O)c1ccc(Br)s1 | -1 |
| CC(C)Cn1c(SC(C)C(=O)Nc2ccc3c(c2)OCCO3)nc2ccccc2c1=O (stereo unspecified) | -8 |
| COc1cc([N+](=O)[O-])ccc1NC(=O)c1ccc(S(=O)(=O)N2CCc3ccccc32)cc1 | -10 |
| COc1ccc(/C=N/n2c(N)nc3ccccc32)cc1OC | 7 |
| COc1ccccc1N1CCN(C(=O)c2cc3n(n2)C(C(F)(F)F)CC(c2ccc4c(c2)OCO4)N3)CC1 (stereo unspecified) | 0 |
| C=CS(=O)(=O)c1ccc(Oc2ccc(S(=O)(=O)C=C)cc2)cc1 | -2 |
| O=C(COC(=O)c1ccc(I)cc1)c1ccc(Br)cc1 | -12 |
| CCn1c(SCC(=O)Nc2ccccc2C(=O)OC)nc2c1c(=O)n(C)c(=O)n2C | -2 |
| CCOC(=O)c1cccc(NC(=O)C(C)N2C(=O)c3ccccc3C2=O)c1 (stereo unspecified) | -9&-28 |
| Cn1c(SCc2ccon2)nc2ccccc2c1=O | 0 |
| Cc1cc(C)nc(SCc2nnc(SCC=Cc3ccccc3)o2)n1 | -6 |
| CCN1CC2=C(OC(N)=C(C#N)C2c2ccccc2)/C(=C\c2ccccc2)C1 (stereo unspecified) | -30 |
| CC(=O)Nc1ccc(CCc2nc3ccc(NC(C)=O)cc3[nH]2)cc1 | 1 |
| COc1ccccc1N1CCN(C(=O)CN(c2cccc(C)c2)S(=O)(=O)c2ccccc2)CC1 | 5 |
| Cc1cc(C(F)(F)F)nc2sc(C(=O)Nc3ccc(Cl)cc3)c(N)c12 | -10 |
| O=[N+]([O-])c1ccc(-c2nc3ccccc3c3nc4ccccc4n23)cc1 | 12 |
| Cc1ccc(NC(=O)COc2ccc(Cl)c(C)c2)c(Br)c1 | 5 |
| CCN(CC)CCn1nc(C)nc1-c1ccccc1O | -4 |
| O=C1NC(=Nc2ccccc2)SC1Cc1cccc2ccccc12 (stereo unspecified) | -1 |
| O=C(CCCOc1ccccc1)Nc1ccncc1 | -4 |
| O=C(NCCc1ccncc1)C(F)(F)F | -6 |
| CCOC(=O)c1cnc2ccc(Br)cc2c1Nc1ccc(OC)c(OC)c1 | 0 |

The last two compounds of the part above open the next one:
| Compound | 14-3-3g Raf |
| --- | --- |
| O=C(NCCc1ccncc1)C(F)(F)F | -6 |
| CCOC(=O)c1cnc2ccc(Br)cc2c1Nc1ccc(OC)c(OC)c1 | 0 |
| CC1=C(C(=O)Nc2cccc(F)c2)C(c2ccc3c(c2)OCO3)C2=C(CCCC2=O)N1 (stereo unspecified) | -2 |
| COc1ccc(-c2nn(C)c(=O)c3ccccc23)cc1NC(=O)c1ccccc1OC | -7 |
| O=C(CN1CCC(Cc2ccccc2)CC1)Nc1c2c(nc3ccccc13)CCC2 | -8 |
| CC(=O)c1c(C)[nH]c(C(=O)NCCN(C)Cc2ccccc2)c1C | -15 |
| CC(=O)Oc1cccc(C=Cc2nc3ccccc3c(=O)n2-c2cccc(Cl)c2C)c1 | -7 |
| CCOC(=O)N1CCC(NC(=O)Cn2cccc2C(=O)c2ccccc2C)CC1 | -12 |
| COc1ccc(N(C(=O)COc2cccc(C)c2)S(=O)(=O)c2ccc(C)cc2)cc1 | -29 |
| COc1ccc(Nc2cc(C)nc3c(C)c(C)ccc23)cc1 | -12 |
| COc1cc(NC(=O)CSc2nc(C)cs2)cc(OC)c1 | 11 |
| CCCNC(=O)C1(O)c2ccccc2NC(=O)N1c1ccc(OCC)cc1 (stereo unspecified) | -1 |

Molecules above containing a cyano group:
| Compound | 14-3-3g Raf |
| --- | --- |
| N#Cc1cc2ccccc2nc1SCc1ccccn1 | -11 |
| CCN1CC2=C(OC(N)=C(C#N)C2c2ccccc2)/C(=C\c2ccccc2)C1 (stereo unspecified) | -30 |

The listing continues.
| Compound | 14-3-3g Raf |
| --- | --- |
| CCOc1ccccc1C(=O)Nc1ccc2nc(N3CCC(C)CC3)cc(C)c2c1 | -23 |
| NCc1ccc(S(N)(=O)=O)cc1 | -3 |
| CCCCOc1c(Cl)cc(CNC(C)(C)CO)cc1OCC | -3 |
| CCOC(=O)c1cc2c(=O)n3ccccc3nc2n(Cc2ccco2)c1=NC(=O)c1ccc(Br)cc1 | -14 |
| CCc1cc2c(=O)c(-c3nc4ccccc4n3C)c(C)oc2c(CN2CCN(CCO)CC2)c1O | -7 |
| COc1ccc(C2C3=C(CC(C)(C)CC3=O)OC3=C2C(=O)CC(C)(C)C3)cc1OC | -1 |
| Cc1noc(C)c1S(=O)(=O)N1CCC(C(=O)Nc2ncc(Br)s2)CC1 | -31 |
| COc1ccc(NC(=O)C2c3ccccc3C(=O)N(C)C2c2ccc(OC)c(OC)c2)cc1Cl (stereo unspecified) | -6 |
| COc1ccc(NC(=O)c2ccc(F)c([N+](=O)[O-])c2)c(OC)c1 | -9 |
| Cc1ccc(NS(=O)(=O)c2cccc(C(=O)N3CCOCC3)c2)cc1 | 2 |

Some of these compounds in order of SMILES length, falling:
| Compound | 14-3-3g Raf |
| --- | --- |
| CCOc1ccccc1C(=O)Nc1ccc2nc(N3CCC(C)CC3)cc(C)c2c1 | -23 |
| Cc1ccc(NS(=O)(=O)c2cccc(C(=O)N3CCOCC3)c2)cc1 | 2 |
| CCCCOc1c(Cl)cc(CNC(C)(C)CO)cc1OCC | -3 |

(cont.)
Structure	14-3-3g Raf
COC(=O)c1cccc(NC(=O)c2ccc(F)cc2)c1	-8
CCOc1ccc(C2=Cc3cc(OC)c(OC)cc3C(=Cc3ccccc3)O2)cc1	-20
O=C1CCCN1C(=O)CN1CCOCC1	-10
Cc1ccc(-n2nc3c(c2NC(=O)c2cc4ccccc4oc2=O)CS(=O)(=O)C3)cc1	-4
CCCC12CN3CC(C)(CN(C1)C3c1ccc(O)cc1)C2=O (stereo unspecified)	4
CC1(C)Cc2[nH]c(=O)c(C(=O)O)cc2CO1	3
Cc1cc([N+](=O)[O-])c2nc(NC(=O)c3ccc([N+](=O)[O-])cc3)sc2c1	2
c1ccc(Cn2nnc3c(N4CCN(Cc5ccc6c(c5)OCO6)CC4)ncnc32)cc1	-6
CN(Cc1ccccc1)C(=O)c1cc(-c2ccc(Br)cc2)on1	-7&-3
O=C(NC1CCN(Cc2ccccc2)CC1)c1ccccc1Cl	-17
CCOC(=O)c1ccc(NC2SC(=O)N(Cc3cccc(C(=O)OC)c3)C2=O)cc1 (stereo unspecified)	-5
O=C(O)C1C2C=CC3(CN(C4CCCCC4)C(=O)C13)O2 (stereo unspecified)	-4
O=C(Nc1ccc(S(=O)(=O)N2CCCCCC2)cc1)C(F)(F)F	1
COc1ccc(OC)c(-c2nnc(SCC(=O)Nc3nccs3)o2)c1	-1
CC(=O)OC(C(N)=O)C(OC(C)=O)C(N)=O (stereo unspecified)	-5
CCc1ccc(CCC(=O)Nc2nc(CC(C)=O)ns2)o1	-6
Cc1ccc(S(=O)(=O)N2CCC(C(=O)N3CCC(C(=O)NCC4CCCO4)CC3)CC2)cc1 (stereo unspecified)	-5
CC(=O)Nc1cccc(NC(=O)CCn2c(=O)sc3ccccc32)c1	0
Cc1ccc(N=c2oc3ccc(Br)cc3cc2C(=O)Nc2nccs2)cc1C	-1
Cc1cccn2c(=O)c3cc(C(=O)N4c5ccccc5CC4C)sc3nc12 (stereo unspecified)	-3
O=C(NCCSc1c[nH]c2ccccc12)c1ccc(Br)o1	-6&-1
Cc1ccc(OCc2nn3c(-c4n[nH]c5c4CCC5)nnc3s2)cc1	-9
COc1ccc(/C(O)=C(\C#N)c2nc3ccccc3n2C)cc1OC	-4
CCOC(=O)c1cccc(NC(=O)C(C(C)C)N2C(=O)c3ccccc3C2=O)c1 (stereo unspecified)	-33
C=CCn1c(=S)[nH]c2nc3c(cc2c1=O)CCCC3	-9
CCCCn1c(-c2cccc([N+](=O)[O-])c2)nc(=S)c2c1CCCC2	3
O=c1c(O)c(-c2ccccc2)oc2ccccc12	-3
Cc1ccc(S(=O)(=O)NCC2CCC(C(=O)NCCC3=CCCCC3)CC2)cc1 (stereo unspecified)	-8
O=C(c1cc2ccccc2oc1=O)N1CCN(c2ccccn2)CC1	-4
CN(C(=O)COc1ccccc1)c1ccc(C(O)(C(F)(F)F)C(F)(F)F)cc1	1
CCN(CC)C(=O)c1ccc(SCc2ccncc2)c([N+](=O)[O-])c1	8
Cc1cccc(-n2c(Cc3cc(=O)[nH]c(=O)[nH]3)nnc2SCC(=O)NCc2ccco2)c1	1
CC(=O)c1ccc(NC(=O)N[C@@H](CC(C)C)C(=O)O)cc1	-2
O=C(O)CSc1cc(NS(=O)(=O)c2cccs2)c2ccccc2c1O	-22
Cc1cccc(NC(=O)c2cnc3ccccn3c2=O)c1	-2
COc1cc2c(cc1OC)C(C(=O)O)C(c1ccccc1F)N(C)C2=O (stereo unspecified)	-1
COC(=O)c1ccc(C2/C(=C(\O)c3ccc(Cl)cc3)C(=O)C(=O)N2CC(C)C)cc1 (stereo unspecified)	-2
CCCc1c(C)c2cccc(C)c2[nH]c1=O	-4
CCOCCNC(=O)c1ccccc1C(=O)NCCOCC	-3
Cc1ccc(C2Nc3ccccc3-c3nc4ccccc4n32)o1 (stereo unspecified)	-11&-1
CN(CCC#N)S(=O)(=O)c1ccc2[nH]cc(C(=O)NCc3ccccc3)c(=O)c2c1	-3
Cc1ccc(NC(=O)c2sc3ncn(CC(=O)N4CCCC(C)C4)c(=O)c3c2C)c(Br)c1 (stereo unspecified)	-10
CN(CC(=O)Nc1ccc(Br)cc1)S(=O)(=O)c1cccs1	0
COc1ccc(C(=O)Oc2ccc3c(=O)c(-c4ccccc4Cl)coc3c2)cc1	-11
CN(C)S(=O)(=O)c1ccc(S(=O)(=O)Nc2ccc3c(c2)oc2ccccc23)cc1	-2
Cc1n[nH]c(=O)nc1NC1CCCCC1	-4&-4
CCOC(=O)c1sc2nc3c(c(-c4ccccc4Cl)c2c1N)CCCC3	-12
O=S(=O)(c1ccc(Cl)cc1)c1nc(C=Cc2ccccc2)oc1N1CCOCC1	-5
COC(=O)c1c(NC(=O)c2cnn3c(C(F)(F)F)cc(-c4ccc(OC)cc4)nc23)sc2c1CCC(C)C2 (stereo unspecified)	0
COC(=O)CC12CC3CC(CC(C3)C1)C2	3
COc1cccc(S(=O)(=O)Nc2ccc(C(=O)NCc3ccco3)cc2)c1	-10
CC(=O)Nc1ccc(NC(=O)C2CC(=O)N(c3cccc(C)c3C)C2)cc1 (stereo unspecified)	-2
Cc1cccc(C(=O)Nc2cc(C)c(C)cc2O)c1	-8
O=C(c1ccccc1C(F)(F)F)N1CCN=C1SCc1ccccc1	10
CC(=O)Oc1ccc(C2=NN(c3ccccc3)C(c3ccccc3)C2)cc1 (stereo unspecified)	-25
COc1cccc(C(=O)Cn2c(=N)n(C)c3ccccc32)c1	3
CCOc1ccc(C(=O)Nc2nc(-c3ccccc3)c(C(C)=O)s2)cc1	3
CCCN1Cc2cccc(C(=O)NCc3ccccc3)c2C1=O	2
Cc1ccc(C2C3=C(CC(C)(C)CC3=O)N(CCc3ccccc3)C3=C2C(=O)CC(C)(C)C3)cc1	-8
COc1c2occc2c(OC)c2c(=O)cc(C)oc12	-4

Rewritten field by field: four of the compounds above.
CCOc1ccccc1C(=O)Nc1ccc2nc(N3CCC(C)CC3)cc(C)c2c1
  14-3-3g Raf: -23
CCOC(=O)c1cccc(NC(=O)C(C)N2C(=O)c3ccccc3C2=O)c1 (stereo unspecified)
  14-3-3g Raf: -9&-28
COc1ccccc1N1CCN(C(=O)CN(c2cccc(C)c2)S(=O)(=O)c2ccccc2)CC1
  14-3-3g Raf: 5
CC(=O)OC(C(N)=O)C(OC(C)=O)C(N)=O (stereo unspecified)
  14-3-3g Raf: -5

Remaining list, next part:
Structure	14-3-3g Raf
O=C(Nc1cccc2cccnc12)c1ccc(N2C(=O)C3C4C=CC(C4)C3C2=O)cc1 (stereo unspecified)	-11
O=C(NCc1ccco1)c1ccc(N2CC3CC(C2)c2cccc(=O)n2C3)c(NC(=O)c2ccc(F)cc2)c1 (stereo unspecified)	-6
CCc1noc(C)c1C(=O)N1CCCC1	-2
CCCCCc1nnc(NC(=O)Cc2cccs2)s1	-50
CC(=O)Oc1ccc2nc(CN3C(=O)c4ccc([N+](=O)[O-])cc4C3=O)oc(=O)c2c1	-7
CN1CCN(CC(=O)N2c3ccccc3Sc3ccc(C(F)(F)F)cc32)CC1	-13
Cc1cccc(C)c1OCCOCCN1CCN(C)CC1	-2
CCN(CC)S(=O)(=O)c1ccc(/C(O)=C2/C(=O)C(=O)N(CCOC)C2c2ccccc2)cc1 (stereo unspecified)	-2
CCOC(=O)N1CCN(c2c(NCCCN(CC)Cc3ccccc3)c(=O)c2=O)CC1	-11
Cc1ccc(Cn2c(SCC(=O)C(C)(C)C)nc3ccsc3c2=O)cc1	-19

Screening results (PubChem BioAssay)
